LEDGF integ inh: blocks HIV-1 LEDGF/p75-dependent DNA integration | inhibition, % at 3.7 µM | AID 743269 | TR-FRET IN-LEDGF/p75 DNA integration, Eu/Cy5 | hit rate 0.64% among 370,000;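 active = inhibition above the screen-wide mean plus 3 SD, cut at about 13% in these data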;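 also: signal is the Cy5 over europium emission ratio at 671 and 618 nm; 0% = plate median of compound wells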
TDP2 absorb: blocks human TDP2 phosphodiesterase activity; hit rate 0.34% among 370,000; recombinant TDP2, T5PNP hydrolysis, p-nitrophenol absorbance 415 nm; O95551; inhibition, % at 12.8 µM;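 active = inhibition above the mean of all tested compounds plus 3 SD, set per campaign, cut at about 25% in these data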;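 also: 0% = DMSO with enzyme and 100% = buffer with substrate but no TDP2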
Target sequence (O95551 whole entry, looked up): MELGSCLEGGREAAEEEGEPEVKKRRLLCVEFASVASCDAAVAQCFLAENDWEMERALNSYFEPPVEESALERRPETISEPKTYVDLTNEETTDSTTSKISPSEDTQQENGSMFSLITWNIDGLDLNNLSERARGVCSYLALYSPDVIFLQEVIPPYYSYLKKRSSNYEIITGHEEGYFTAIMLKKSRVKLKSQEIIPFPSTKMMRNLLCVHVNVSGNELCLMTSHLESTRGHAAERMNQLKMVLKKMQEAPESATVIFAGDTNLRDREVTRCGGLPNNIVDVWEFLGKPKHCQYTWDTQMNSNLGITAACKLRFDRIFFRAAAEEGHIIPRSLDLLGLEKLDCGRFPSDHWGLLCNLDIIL
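System – recombinant human TDP2 · Quantity – TDP2 enzyme at 120 nM final · Doses – single concentration, 12.8 µM nominal, with 1% DMSO · Incubation – 2 h at 37 °C · Measured by – epi absorbance of p-nitrophenol freed from T5PNP by hydrolysis · Read-out – % inhibition relative to enzyme-containing and enzyme-free wells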
PRMT1 inh: blocks human protein arginine methyltransferase 1; Q99873; recombinant PRMT1, activity-based probe fluorescence polarization; inhibition, % at 2.79 µM; hit rate 1.3% among 370,000;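 active = inhibition above about 21% made by adding two undisclosed values, limit read from the data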
HTRA1 inhibitor: HTRA1 (human) protease inhibition. inhibition, % at 5.96 µM. hit rate 0.5% among 340,000. AID 504803. recombinant HTRA1, FP-rhodamine activity-based probe, fluorescence polarization; in the data active = inhibition above about 36%;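 also: 0% = enzyme with DMSO and 100% = wells lacking enzyme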
Target sequence (Q92743 whole entry, looked up): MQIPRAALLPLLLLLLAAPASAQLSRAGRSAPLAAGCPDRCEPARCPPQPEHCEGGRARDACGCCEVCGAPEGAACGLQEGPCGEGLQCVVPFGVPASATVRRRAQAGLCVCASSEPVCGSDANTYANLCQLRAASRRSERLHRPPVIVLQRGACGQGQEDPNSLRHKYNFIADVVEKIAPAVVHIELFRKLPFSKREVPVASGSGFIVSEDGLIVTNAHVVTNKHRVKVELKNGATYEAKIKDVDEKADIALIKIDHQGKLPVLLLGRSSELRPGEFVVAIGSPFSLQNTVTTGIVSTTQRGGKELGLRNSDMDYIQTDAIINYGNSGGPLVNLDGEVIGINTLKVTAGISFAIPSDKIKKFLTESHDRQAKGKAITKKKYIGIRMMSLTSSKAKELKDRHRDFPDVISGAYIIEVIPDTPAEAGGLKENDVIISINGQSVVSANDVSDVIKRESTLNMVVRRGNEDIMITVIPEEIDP
GC-B act: GC-B (human) receptor activation | P20594 | HEK293-GC-B cells, CNP EC30, cGMP TR-FRET; 0% at EC30 CNP, 100% saturating CNP | activation, % at 10 µM | hit rate 0.11% among 370,000 | AID 1920062;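 active = activation at 10 µM reaching about 35% in either raw or pattern-adjusted values, limit read from the data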
MBD2 inh: MBD2-methylated oligo binding inhibition. inhibition, % at 4.4 µM. Q9UBB5. hit rate 0.31% among 370,000. TR-FRET, MBD2 binding to methylated oligonucleotide; in the data active = inhibition above about 13%
ABHD4 inh: inhibits mouse alpha/beta hydrolase domain 4; Q8VD66; purified mABHD4, FP-Rh probe fluorescence polarization; inhibition, % at 8.92 µM; hit rate 0.54% among 370,000; AID 720543;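 active = inhibition exceeding the mean over every tested compound plus 3 SD, cut at about 30% in these data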;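 also: 0% = plate median of compound wells and 100% = S159A mutant with DMSO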
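Assay system: mouse ABHD4 enzyme, wild type / Also added: fluorescent activity-based probe FP-Rh / Doses: single nominal dose of 8.92 µM, 0.89% DMSO final / Timing: 45 min compound pre-incubation plus 60 min probe step, 25 °C / Signal: FP readout, ex 525 nm / em 598 nm / Control set: S159A mutant/DMSO as 100%, compound-well median as 0%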
SIAE inh: blocks human sialic acid acetylesterase. Q9HAT2. hit rate 0.69% among 370,000. inhibition, % at 9.66 µM. SIAE FP-Rh probe binding, fluorescence polarization;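 active = inhibition above a cutoff: mean of compounds within the control limits plus 3 SD of those, cut at about 17% in these data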;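 also: 0% = plate median of compound wells and 100% = probe without SIAE protein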
rCAG binder: molecules binding r(CAG) RNA repeats; r(CAG) RNA repeat, TO-PRO-1 dye displacement fluorescence; inhibition, % at 3 µM; AID 651821; hit rate 1.3% among 370,000;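 active = inhibition above the plate cutoff, the mean of all test compounds on that plate plus 3 SD, cut at about 35% in these data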;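 also: 0% = DMSO alone and 100% = 100 µM mitoxantrone as full dye displacement; higher means more dye released from RNA so lower well fluorescence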
TCR CD3 inh: inhibitors of human TCR-CD3 interaction. TAMRA-labeled TCR probe fluorescence, biochemical. inhibition, % at 9.4 µM. hit rate 0.37% among 360,000. AID 651800; in the data active = inhibition above about 19%;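 also: recombinant mutant TCR 2C K166C tagged with TAMRA read by polarization; 0% = receptor in buffer alone and 100% = receptor with positive control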
* = called active by the depositor; / = no result given. Only part of the results is shown; count on the stated rates, not on these rows.

SMILES	LEDGF integ inh	TDP2 absorb	PRMT1 inh	HTRA1 inhibitor	GC-B act	MBD2 inh	ABHD4 inh	SIAE inh	rCAG binder	TCR CD3 inh
CCOc1ccc(N(CC(=O)NCCc2ccc(OC)cc2)S(C)(=O)=O)cc1	-1	-7	-2	6	-5	-5	-3	-4	-4	-2
CC(COc1ccccc1)OC(=O)Nc1ccccc1 (centres undefined)	6	-2	-3	-20	-2	2	-13	1	-1	1
O=C(CCN1CCN(Cc2ccccc2)CC1)NNC(=O)c1ccc(Cl)c(Cl)c1	0	10	1	-1	-4	5	-3	-7	0	-4
CC(=O)c1ccccc1N(C(=O)c1ccco1)C(C(=O)NC1CCCC1)c1ccc(C)cc1 (centres undefined)	2	-5	-2	-9	1	1	4	9	-2	-1
Cc1cc(-c2ccccc2)nc(N/N=C/c2ccccc2F)n1	0	16	-1	-15	0	-4	-10	-2	-4	-4
CCOC(=O)N1CCN(C(=O)c2cc3c(s2)-c2c(C)cccc2OC3)CC1	-3	4	3	-6	-3	5	-4	2	-5	-9
O[C@@H]1CN(Cc2cccs2)[C@@H](c2ccc(Cl)cc2)C[C@H]1n1cc(-c2ccc(F)cc2)nn1	2	1	4	-32	-8	1	1	0	5	-3
O=S(=O)(NCc1ccccn1)c1cc(C(F)(F)F)ccc1Cl	0	1	0	0	3	0	-6	-6	1	-1
COc1cccc(OCc2cc(C(=O)NCC3CCCCC3)no2)c1	-6	-14	4	-9	3	11	-19	-1	-1	0
COc1cccc(CNCCNC(=O)c2ccco2)c1OC	-1	-3	1	-3	-1	3	10	-1	-2	-1
COc1ccc(S(=O)(=O)N2CCNCC2)cc1	-2	0	2	12	0	3	-2	-2	-3	-3
CCc1cccc(CC)c1NC(=O)COC(=O)c1ccc2c(c1)S(=O)(=O)c1ccccc1C2=O	-3	0	2	-4	1	0	6	1	-2	-3
COc1ccccc1CNC(=O)CCc1cn(C)c2ccccc12	2	-13	0	-3	-3	-3	-3	1	-6	-1
Cc1cc(NC(=O)c2sccc2C)n(-c2nc3ccccc3[nH]2)n1	1	1	-1	-25	-14	4	-58	-53	14	5
CCOc1ccccc1CNCCN1CCOCC1	4	-7	2	3	0	2	2	1	1	7
Cc1ccccc1C(=O)Nc1scc(-c2ccc(Br)cc2)c1C(=O)O	-3	-5	2	0	-5	-1	-2	-4	9	-1
Cc1cc(C(=O)COC(=O)c2ccc[nH]c2=O)c(C)n1C	1	1	1	-1	-2	1	5	2	-2	-3
COc1cccc(-n2ccnc2SCC(=O)Nc2cc(OC)ccc2OC)c1	3	5	-1	-2	2	4	3	3	-7	1
Cc1cccc(C(C#N)c2nc3ccccc3nc2C(F)(F)F)c1 (centres undefined)	10	-14	-3	-27	-2	-8	-21	-6	-1	6
CC(C)(C)NC(=O)CN(C(=O)CCC(=O)Nc1nccs1)c1ccccc1F	-6	5	-1	3	-2	7	8	5	1	0
COc1ccccc1NC(=O)C(C)OC(=O)C1CCC(C(C)(C)C)CC1 (centres undefined)	-3	-7	-1	-12	-1	6	-3	-1	-7	-4
COc1ccc(OCC(=O)NCCc2ccc(S(N)(=O)=O)cc2)cc1	-5	-5	-1	1	4	-1	-2	-2	-1	4
CCCC[N+](CC#Cc1ccccc1)(CCCC)CCCS(=O)(=O)[O-]	0	8	2	0	0	-5	-3	2	-1	11
CCOC(=O)CSc1nc(C(C)C)nc2ccccc12	0	-1	1	-6	-3	3	8	3	-5	-4
ON1C2CCCCC2N(O)C1c1c(F)c(F)c(F)c(F)c1F (centres undefined)	-2	5	3	1	0	1	6	2	-4	-4
CCOC(=O)c1cc(-c2ccccc2)sc1NC(=O)C(C)Sc1nnnn1C (centres undefined)	1	-1	0	-59	-7	-7	-25	-4	4	0
COc1ccc(NC(=O)CC(C)NCCCN2CCCC2=O)cc1 (centres undefined)	3	6	-4	-1	-1	-1	4	8	-1	5
CC1(C)CC(=O)c2c(nc(SCC(=O)Nc3nsc(-c4ccccc4)n3)c(C#N)c2-c2ccccc2)C1	0	-4	1	-10	-21	-3	0	-35	7	3
Cc1ccccc1NS(=O)(=O)c1ccc(C(=O)NCC(c2ccco2)N(C)C)cc1 (centres undefined)	7	-20	-3	-1	-4	-5	-9	-8	3	-6
CCC(C)C1Nc2ccc(C(=O)NCc3ccc4c(c3)OCO4)cc2NC1=O (centres undefined)	1	9	-3	-3	-4	-7	0	9	-3	3

Complete entries, looked up by structure.
Cc1cc(C(=O)COC(=O)c2ccc[nH]c2=O)c(C)n1C as listed: LEDGF integ inh: 1; TDP2 absorb: 1; PRMT1 inh: 1; HTRA1 inhibitor: -1; GC-B act: -2; MBD2 inh: 1; ABHD4 inh: 5; SIAE inh: 2; rCAG binder: -2; TCR CD3 inh: -3
COc1ccc(OCC(=O)NCCc2ccc(S(N)(=O)=O)cc2)cc1 as listed: LEDGF integ inh: -5; TDP2 absorb: -5; PRMT1 inh: -1; HTRA1 inhibitor: 1; GC-B act: 4; MBD2 inh: -1; ABHD4 inh: -2; SIAE inh: -2; rCAG binder: -1; TCR CD3 inh: 4
ON1C2CCCCC2N(O)C1c1c(F)c(F)c(F)c(F)c1F (centres undefined) as listed: LEDGF integ inh: -2; TDP2 absorb: 5; PRMT1 inh: 3; HTRA1 inhibitor: 1; GC-B act: 0; MBD2 inh: 1; ABHD4 inh: 6; SIAE inh: 2; rCAG binder: -4; TCR CD3 inh: -4

Other compounds:
SMILES	LEDGF integ inh	TDP2 absorb	PRMT1 inh	HTRA1 inhibitor	GC-B act	MBD2 inh	ABHD4 inh	SIAE inh	rCAG binder	TCR CD3 inh
COc1ccc(N2C(=O)C(Cl)=C(Nc3ccccc3OC)C2=O)cc1	-1	-23	11	-8	-2	-4	-9	2	3	-4
O=C(c1ccccc1F)N(Cc1ccccc1)C1CCS(=O)(=O)C1 (centres undefined)	-1	-4	3	3	1	0	1	3	-5	-3
COc1cc(CN(CC(C)C)S(=O)(=O)c2ccccc2Br)cc(OC)c1	4	0	0	-36	-8	-2	-12	-3	2	11
O=C(Nc1ccc(F)cc1Cl)c1ccc2c(=O)n3c(nc2c1)CCC3	5	2	2	-9	-1	3	-19	-14	8	7
Nc1c(-c2ccccc2)n[nH]c1-c1ccccc1	-3	2	0	0	-1	5	5	10	-1	-5
CCc1ccc(C(C)NC(=S)NCc2ccc(F)cc2)cc1 (centres undefined)	0	2	3	-28	0	0	-9	5	-4	-5
O=C(C[C@H]1C/C=C\CC[C@@H](Cc2ccc(F)cc2)C(=O)O[C@H](c2ccccc2)CNC1=O)N[C@H](CO)Cc1ccccc1	1	-2	0	-12	-3	1	2	-11	4	-1
O=C(Nc1cc(C(F)(F)F)ccc1N1CCOCC1)c1c(F)c(F)c(F)c(F)c1F	-1	-1	-1	-1	-17	-10	0	3	-1	6
CCOc1ccc2nc(C)cc(C(=O)O)c2c1	-2	-16	2	2	-3	2	2	3	1	1
Cc1ccc(C)c(NC(=O)CN(C)C(C)C(=O)N2CCCC2)c1 (centres undefined)	0	8	2	-2	-5	-7	0	1	1	5
O=C(Cn1c(-c2ccccn2)nc2ccccc21)NCCN1CCOCC1	1	3	1	4	2	-3	-3	1	2	6
CC(C)(C)C(=O)Nc1ccccc1C(=O)OCC(=O)c1ccc2c(c1)OCCO2	1	0	1	8	1	0	4	-2	4	-6
O=C(NCC1CCCO1)C1CC(=O)N(c2ccc(Cl)cc2)C1 (centres undefined)	2	0	-1	7	2	-1	-7	-7	-1	3
Cc1ccc(-c2csc(NC(=O)c3ccno3)n2)cc1	1	-4	10	2	-1	3	-1	0	45*	1
OCC1(CO)COC(CCc2ccccc2)=N1	-1	-22	-2	1	-2	-3	-3	-3	0	-7

A draw from above in order of molar mass, largest number first.
SMILES	LEDGF integ inh	TDP2 absorb	PRMT1 inh	HTRA1 inhibitor	GC-B act	MBD2 inh	ABHD4 inh	SIAE inh	rCAG binder	TCR CD3 inh
CC(C)(C)C(=O)Nc1ccccc1C(=O)OCC(=O)c1ccc2c(c1)OCCO2	1	0	1	8	1	0	4	-2	4	-6
Cc1ccc(C)c(NC(=O)CN(C)C(C)C(=O)N2CCCC2)c1 (centres undefined)	0	8	2	-2	-5	-7	0	1	1	5
CCc1ccc(C(C)NC(=S)NCc2ccc(F)cc2)cc1 (centres undefined)	0	2	3	-28	0	0	-9	5	-4	-5
Cc1ccc(-c2csc(NC(=O)c3ccno3)n2)cc1	1	-4	10	2	-1	3	-1	0	45*	1
OCC1(CO)COC(CCc2ccccc2)=N1	-1	-22	-2	1	-2	-3	-3	-3	0	-7

Ordered by value in HTRA1 inhibitor (high to low): five from the list above.
| mol | HTRA1 inhibitor |
| --- | --- |
| O=C(c1ccccc1F)N(Cc1ccccc1)C1CCS(=O)(=O)C1 (centres undefined) | 3 |
| CCOc1ccc2nc(C)cc(C(=O)O)c2c1 | 2 |
| Cc1ccc(C)c(NC(=O)CN(C)C(C)C(=O)N2CCCC2)c1 (centres undefined) | -2 |
| O=C(C[C@H]1C/C=C\CC[C@@H](Cc2ccc(F)cc2)C(=O)O[C@H](c2ccccc2)CNC1=O)N[C@H](CO)Cc1ccccc1 | -12 |
| COc1cc(CN(CC(C)C)S(=O)(=O)c2ccccc2Br)cc(OC)c1 | -36 |

More structures.
SMILES	LEDGF integ inh	TDP2 absorb	PRMT1 inh	HTRA1 inhibitor	GC-B act	MBD2 inh	ABHD4 inh	SIAE inh	rCAG binder	TCR CD3 inh
COC(=O)N/N=C1\CCCc2ccccc21	0	-14	0	5	1	1	-4	-3	1	6
COc1ccc(C(=O)Nc2ccccc2-c2nnn(CC(=O)N3CCOCC3)n2)cc1	1	4	-4	0	5	-5	3	0	1	3
COc1ccccc1S(=O)(=O)Nc1ccc(-c2nnc3n2CCCCC3)cc1	0	6	1	6	9	-4	3	1	-2	5
CC(=O)c1c(C)[nH]c(C(=O)OCC(=O)Nc2cc(C)on2)c1C	1	9	1	6	-6	3	0	-5	-2	4
Cc1cccc(NS(=O)(=O)c2ccc(C)c(C(=O)NCc3cccnc3)c2)c1	4	-2	2	3	-7	6	-14	-8	4	-6
Cc1cccc(NC(=O)CN(c2ccc(F)cc2)S(C)(=O)=O)c1	-3	-1	-2	-14	-2	4	-1	-1	-3	0
NC(=O)c1ncn([C@@H]2O[C@H](CO)[C@@H](O)[C@H]2O)n1	-1	6	-1	1	6	-1	-2	-5	2	4
CS(=O)(=O)N1CCc2cc(C(=O)N3CCCC3)ccc21	-4	8	7	4	-2	-6	2	-3	1	-4
CCc1sc(N)nc1-c1ccccc1	-3	2	1	8	0	-5	2	6	1	1
COc1cc(/C=N/O)cc(Br)c1OCc1cccc(Cl)c1	-2	-4	0	-36	12	4	-44	-28	8	-4
CN1CCN(C(=O)C2CCN(c3ncc(C(F)(F)F)cc3Cl)CC2)CC1	-3	-6	1	-2	1	4	3	-3	-8	0
CC(C)C(=O)Nc1nc2c(c(=O)[nH]1)CCCC2	4	2	0	/	0	2	-6	0	-2	5
